Bioassay records as filed in PubChem.
GPR35 arrestin U2OS: inhibition of zaprinast-stimulated GPR35 beta-arrestin translocation – imaging, U2OS, beta-arrestin-GFP, zaprinast agonist, primary screen (AID 2058) | U2OS GPR35 beta-arrestin-GFP translocation imaging, zaprinast antagonism; higher % means a stronger effect | inhibition, % at 10 µM, or IC50 in µM where a hit was titrated | 290,000 compounds, 0.052% hits;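 active = inhibition of at least 50% with at least 30 cells and total cytoplasm GFP at most 10,000,000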
KOR beta-arrestin-1: KOR agonists, beta-arrestin recruitment, primary screen, cell-based, luminescence, uHTS (AID 1777). 280,000 compounds, 0.02% hits. KOR beta-arrestin recruitment, luminescence; higher % means a stronger effect. activation, % at 10 µM; hits with a dose series show EC50 in µM; in the data active = activation above about 50%, passing the limit was not always enough; also: a part of the inactive calls stands beside numbers as strong as those of hits
NTR1 ag: NTR1-driven beta-arrestin-GFP spot formation – imaging, U2OS cells, high content, primary screen (AID 493036). P30989. agonist mode. activation, % at 20 µM. 330,000 compounds, 0.17% hits;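 active = activation at or above 40% of the spot to cytoplasm intensity ratio, with at least 20 cells analyzed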;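 also: 0% = DMSO without peptide and 100% = 100 nM NTR1 peptide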
Target sequence (P30989 whole entry, looked up): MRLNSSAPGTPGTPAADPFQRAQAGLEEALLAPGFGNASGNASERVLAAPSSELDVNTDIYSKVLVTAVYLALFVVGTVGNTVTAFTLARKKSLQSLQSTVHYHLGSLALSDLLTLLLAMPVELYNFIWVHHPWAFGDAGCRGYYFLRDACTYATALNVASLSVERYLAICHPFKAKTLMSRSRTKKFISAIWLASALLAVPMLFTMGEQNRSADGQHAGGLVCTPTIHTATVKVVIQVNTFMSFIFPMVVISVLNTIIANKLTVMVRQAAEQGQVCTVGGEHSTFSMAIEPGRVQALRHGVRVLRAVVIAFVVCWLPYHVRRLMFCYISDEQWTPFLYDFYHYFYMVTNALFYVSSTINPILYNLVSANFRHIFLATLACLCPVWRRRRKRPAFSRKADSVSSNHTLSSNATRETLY
GPR55 antagonists: GPR55 antagonists blocking LPI-driven arrestin recruitment, primary screen, imaging, U2OS, beta-arrestin-GFP, LPI agonist (AID 2013); U2OS GPR55 beta-arrestin-GFP translocation imaging, LPI antagonism; higher % means a stronger effect; inhibition, % at 10 µM, or IC50 in µM where a hit was titrated; 290,000 compounds, 0.13% hits;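 active = spots per cell inhibited over 60%, with over 100 cells counted and total cytoplasm intensity under 500,000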;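 also: U2OS cells stably carrying GPR55 and arrestin-GFP stimulated by 5 µM LPI near EC80; imaged beta-arrestin-GFP aggregate spots per cell after agonist stimulation; plate controls were LPI-stimulated DMSO wells for no effect and DMSO wells without LPI for full effect; some results filed as inactive read as strong as hits; confirmed hits need IC50 under 10 µM and bright autofluorescent wells are also inconclusive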
GPR55 beta-arrestin: GPR55 agonists via beta-arrestin recruitment, primary screen, imaging, U2OS cells, beta-arrestin-GFP redistribution (AID 1961) | U2OS GPR55 beta-arrestin-GFP redistribution imaging; higher % means a stronger effect | activation, % at 10 µM, or EC50 in µM where a hit was titrated | 290,000 compounds, 0.048% hits;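 active = activation above 40% with more than 50 cells counted in the well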;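 also: U2OS osteosarcoma cells stably expressing GPR55 and beta-arrestin-GFP; plate controls were DMSO negative control for no effect and LPI positive control for full effect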
KOR beta-arrestin-2: kappa opioid receptor blockers – cell-based, luminescence, uHTS (AID 1778) | KOR beta-arrestin recruitment, luminescence, antagonist mode; higher % means a stronger effect | one-dose inhibition, % at 10 µM; IC50 in µM for titrated hits | 290,000 compounds, 0.091% hits; in the data active = inhibition above about 50%; also: strong numbers were not always called active
T cell modulator: modulates CD8 T cell binding to vesicles; 2C CD8+ T cell-vesicle binding, flow cytometry; stronger effect = lower value; calls only at 7 µM; 330,000 compounds, 0.068% hits; AID 2052;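 active = response, share of CD8 T cells binding vesicles, and their 90th percentile fluorescence all below set limits, cut at about 80% in these data, passing the limit was not always enough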
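Read-out – percent CD8+ FL2 mean versus row control · System – murine 2C transgenic CD8+ T lymphocytes · Times – 1.5 h cell–vesicle binding at 37 °C, then 20 min icy labelling · Control set – naked vesicles low, QL9 vesicles with vehicle high · Detection – cytometric PE anti-B7-1 and Alexa647 anti-CD8 signals after 1% paraformaldehyde fixation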
PhoP inhibition: inhibitors of PhoP regulon expression, primary screen, Salmonella Typhimurium, GFP reporter (AID 1863); inhibition, % at 50 µM; hits with a dose series show IC50 in µM; S. Typhimurium PhoP-regulated promoter GFP reporter, 4 h; higher % means a stronger effect; 300,000 compounds, 0.16% hits;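 active = inhibition over 29.93%, a cutoff 3 SD above the screen mean, later confirmed by dose response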;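 also: 0% = low Mg2+ inducing control and 100% = high Mg2+ repressing control; strong numbers were not always called active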
West Nile virus CPE: West Nile virus antiviral activity, cell-based, CPE readout (AID 1621); 290,000 compounds, 0.02% hits; West Nile virus-infected cells, CPE inhibition; higher % means a stronger effect; CPE inhibition, % at 10 µM; hits with a dose series show IC50 in µM; in the data active = a potency from the dose series; also: strong numbers were not always called active
T cell modulator vesicle-bound %: also measured in T cell modulator; calls as there; double positive events, %; measured here: CD8+ vesicle-bound cell fraction;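 binding gate set so that unloaded-vesicle control wells show 10% double positive cells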
NTR1 ag cell count 20 µM: also measured in NTR1 ag; calls as there; cell count; measured here: cell count, cytotoxicity flag
Numbers without * were called inactive; i = inactive; . = no result given; [ ] = another dose, or the depositor's remark.

Short keys: A = GPR35 arrestin U2OS; B = KOR beta-arrestin-1; C = NTR1 ag; D = NTR1 ag cell count 20 µM; E = GPR55 antagonists; F = GPR55 beta-arrestin; G = KOR beta-arrestin-2; H = T cell modulator; I = T cell modulator vesicle-bound %; J = PhoP inhibition; K = West Nile virus CPE
Cc1ccc(N2CC(=O)Nc3c(oc4nc(-c5ccccc5)cc(C)c34)C2=O)cc1
  A: -6% | B: -0.4% | C: 3.9 | D: 52 | E: -4% | F: 0.3% | G: -1% | H: i | I: 13 | J: 0% | K: -0.3%
OCC[n+]1ccc(/C=C/c2c[nH]c3ccccc23)cc1
  A: 6% | B: 12% | C: -2.8 | D: 87 | E: 2% | F: -0.2% | G: -7% | H: i | I: 58 | J: -127% | K: -0.2%
COc1ccc(S(=O)(=O)N2CCOCC2)c2ccccc12
  A: 2% | B: 0.5% | C: 1.1 | D: 57 | E: -8% | F: 0.0% | G: -27% | H: i | I: 19 | J: 2% | K: 0.0%
CC(=O)Nc1cccc(NC(C)=C(C#N)C#N)c1
  A: 16% | B: 3.2% | C: -2.4 | D: 56 | E: 4% | F: 0.1% | G: -8% | H: i | I: 49 | J: 1% | K: -0.1%
C=CCn1c(SCC(=O)Nc2ccc(OC)cc2)nc2ccccc2c1=O
  A: 14% | B: 3.9% | C: 0.6 | D: 49 | E: 6% | F: -0.2% | G: -21%[20 µM] | H: i | I: 58 | J: 7% | K: -0.3%
COc1cc(NC(=O)CSc2ncnc3scc(-c4ccccc4)c23)c(C(=O)O)cc1OC
  A: 2% | B: . | C: 0.7 | D: 37 | E: 21% | F: -0.1% | G: -10%[20 µM] | H: i | I: 20 | J: 3% | K: 1.8%
COc1ccccc1C(=O)NC(=S)Nc1ccc2[nH]c(=O)[nH]c2c1
  A: 0% | B: -2.4% | C: 0.0 | D: 55 | E: 0% | F: -0.2% | G: 3% | H: i | I: 21 | J: -1% | K: 0.5%
NC(=O)C1CCN(C(=O)CC2C(=O)NCCN2Cc2cccc(Oc3ccccc3)c2)CC1 (stereo unspecified)
  A: -16% | B: 0.5% | C: -1.2 | D: 66 | E: 4% | F: -0.1% | G: -20% | H: i | I: 65 | J: -3% | K: -0.1%
COC(CNC(=O)C1CC(=O)N(CCc2ccccc2)C1)OC (stereo unspecified)
  A: -12% | B: -1.5% | C: 1.0 | D: 90 | E: 2% | F: -0.1% | G: 12% | H: i | I: 33 | J: 0% | K: 0.2%
COc1ccccc1/C=C/C=N/NC(=O)Cc1cccn1C
  A: -10% | B: 5.8% | C: 1.0 | D: 37 | E: 2% | F: -0.2% | G: 12% | H: i | I: 9 | J: -16% | K: 0.1%
OCCN1CCN(c2ncnc3ccc(Br)cc23)CC1
  A: -14% | B: 3.2% | C: -3.7 | D: 93 | E: -20% | F: -0.1% | G: -25% | H: i | I: 45 | J: 12% | K: -0.1%
N#Cc1c2n(c3c(=O)n(Cc4ccccc4Cl)cnc13)CCCCC2
  A: -2% | B: -2.9% | C: 2.2 | D: 44 | E: -5% | F: -0.2% | G: -1% | H: i | I: 44 | J: 4% | K: -0.3%
Cc1csc(SCC(=O)NC2CCCCC2)n1
  A: -3% | B: -2.3% | C: -1.9 | D: 53 | E: 20% | F: 0.0% | G: 8% | H: i | I: 13 | J: 24% | K: 0.1%
CCCCC(=O)NC(=S)NNC(=O)c1ccc(Cl)cc1Cl
  A: -12% | B: 0.6% | C: . | D: . | E: 3% | F: -0.1% | G: -44%[20 µM] | H: . | I: . | J: -2% | K: 0.0%
CC(C)Cn1c(N)c(C(=O)COC(=O)c2ccc3ccccc3n2)c(=O)n(C)c1=O
  A: . | B: . | C: -2.7 | D: 79 | E: . | F: . | G: . | H: i | I: 33 | J: -5% | K: -0.9%
CC(C)CC(=O)N=C1SC2CS(=O)(=O)CC2N1CCc1ccccc1 (stereo unspecified)
  A: 3% | B: 0.2% | C: -1.2 | D: 81 | E: 6% | F: -1.0% | G: -6% | H: i | I: 20 | J: 2% | K: -0.6%
CCN1C(=O)[C@H]2[C@@H](c3ccc(C)cc3)N3C(=O)N(c4ccc(C)cc4)C(=O)[C@@]3(Cc3ccccc3)[C@H]2C1=O
  A: -4% | B: -2.6% | C: 0.4 | D: 73 | E: -6% | F: -0.1% | G: -37%[20 µM] | H: i | I: 54 | J: 9% | K: -1.2%
CCc1ccccc1NC(=O)C1CCN(C(=O)c2ccc([N+](=O)[O-])cc2)CC1
  A: -12% | B: -7.1% | C: -1.2 | D: 87 | E: 14% | F: 0.4% | G: 0% | H: i | I: 50 | J: -3% | K: -1.1%
c1cnc2ccc(C(c3nnnn3C3CCCCC3)N3CCCCC3)cc2c1 (stereo unspecified)
  A: -28% | B: -6.7% | C: 1.4 | D: 57 | E: -9% | F: -0.2% | G: -6% | H: i | I: 0 | J: 2% | K: -0.9%
CCOc1cc(/C=N/Nc2nc(C)cc(=O)[nH]2)ccc1O
  A: 5% | B: 4.1% | C: 0.7 | D: 32 | E: -8% | F: 0.0% | G: 7% | H: i | I: 39 | J: -5% | K: 0.1%
CCOC(=O)c1c(S(=O)(=O)NCC(=O)NCc2ccc(C)cc2)c(C)n(C)c1C
  A: 9% | B: -4.4% | C: -0.1 | D: 41 | E: 7% | F: -0.1% | G: -8% | H: i | I: 9 | J: -1% | K: 1.3%
CC1CCCC(NC(=O)COC(=O)CCSc2ccccc2)C1C (stereo unspecified)
  A: 0% | B: 1.1% | C: 0.6 | D: 63 | E: -6% | F: -1.1% | G: 11% | H: i | I: 24 | J: 3% | K: -0.3%
O=C(OCCCN1CCCCC1)c1ccc(O)cc1
  A: -2% | B: 15% | C: -1.2 | D: 55 | E: 8% | F: -2.0% | G: -22% | H: i | I: 38 | J: -1% | K: 0.8%
CCC1SC(CC)C(=O)N(CC(=O)NCc2ccc(F)cc2)C1=O (stereo unspecified)
  A: -11% | B: -4.8% | C: 5.4 | D: 72 | E: 15% | F: 1.0% | G: 1% | H: i | I: 25 | J: -3% | K: 0.2%
CCc1ccc(CN(C)CC(=O)Nc2sccc2C#N)cc1
  A: 4% | B: 5.9% | C: 2.5 | D: 61 | E: -3% | F: -0.1% | G: -8% | H: i | I: 7 | J: 23% | K: -1.8%
COC(=O)c1c(NC(C)=O)sc(C(=O)Nc2ccccc2)c1C
  A: -13% | B: -1.1% | C: 1.7 | D: 40 | E: -3% | F: 0.1% | G: 15%[20 µM] | H: i | I: 12 | J: -6% | K: 0.0%
CN(C(=O)CC1C(=O)NCCN1Cc1ccccc1F)C1CCOCC1 (stereo unspecified)
  A: 7% | B: 11% | C: -0.4 | D: 43 | E: -11% | F: -0.1% | G: -23% | H: i | I: 57 | J: -12% | K: -0.2%
Cc1cccc(C)c1NC(=O)C1C2C=CC(C2)C1C(=O)NCc1ccccn1 (stereo unspecified)
  A: 8% | B: 1.2% | C: -1.1 | D: 47 | E: -6% | F: -0.1% | G: 28% | H: i | I: 48 | J: -10% | K: -0.5%
O=[N+]([O-])c1ccc(CCNc2cccc3ccccc23)c([N+](=O)[O-])c1
  A: 16% | B: -0.7% | C: 4.8 | D: 71 | E: 3% | F: -0.3% | G: -14% | H: i | I: 31 | J: -6% | K: 1.3%
O/N=C/c1cn(-c2ccccc2)nn1
  A: -12% | B: -1.6% | C: -1.5 | D: 28 | E: -3% | F: -0.3% | G: 6% | H: i | I: 58 | J: 6% | K: -0.1%
COc1ccc(N2C(=O)/C(=C/c3ccc([N+](=O)[O-])cc3)C=C2c2ccccc2)cc1
  A: 6% | B: -2.9% | C: 5.4 | D: 48 | E: 16% | F: 0.0% | G: 36% | H: i | I: 15 | J: 16% | K: 1.4%
NC(N)=NC(N)=Nc1ccc(O)cc1
  A: 8% | B: 4.6% | C: -1.8 | D: 76 | E: 8% | F: 0.2% | G: 27% | H: i | I: 42 | J: -5% | K: -0.1%
Cc1ccc(CNc2nc(C)nc3sc4c(c23)CCC4)cc1
  A: 6% | B: 1.1% | C: 9.4 | D: 83 | E: 17% | F: 0.4% | G: -9% | H: i | I: 8 | J: -5% | K: -0.9%
Cc1cc(C)nc(/N=C2/NC(=O)CS2)n1
  A: 10% | B: 11% | C: -0.3 | D: 54 | E: 4% | F: 0.8% | G: 4% | H: i | I: 18 | J: 0% | K: 0.9%
O=C(NC(=S)Nc1ccc(N2CCOCC2)cc1)c1ccc2c(c1)OCCO2
  A: -6% | B: 1.9% | C: 3.7 | D: 83 | E: 11% | F: -0.3% | G: -18% | H: i | I: 37 | J: -8% | K: -1.4%
CCCCn1c(SCC(=O)Nc2cc(C)on2)nnc1-c1ccncc1
  A: 10% | B: -0.2% | C: -0.2 | D: 47 | E: -12% | F: -0.3% | G: -11% | H: i | I: 19 | J: 1% | K: -0.6%
N#CC(C#N)=Cc1ccccc1OCc1ccccc1
  A: 8% | B: 5.8% | C: 1.9 | D: 35 | E: -14% | F: -0.2% | G: -9% | H: i | I: 34 | J: -11% | K: 0.1%
N#Cc1c(N)nc2c(c1-c1ccncc1)CCCCC2
  A: 8% | B: -5.4% | C: 0.3 | D: 81 | E: -9% | F: -0.2% | G: 6% | H: i | I: 18 | J: -4% | K: -0.7%
O=C1Nc2ccc(Br)cc2/C1=C/c1ccc(C(=O)O)cc1
  A: 6% | B: 0.1% | C: 3.8 | D: 92 | E: -11% | F: 0.3% | G: -5% | H: i | I: 47 | J: -7% | K: 0.1%
N[C@@H](Cc1c[nH]c2ccccc12)C(=O)O
  A: -2% | B: 0.4% | C: -1.8 | D: 52 | E: 6% | F: -0.1% | G: 17% | H: . | I: . | J: 1% | K: 0.3%
O=C(NC1CCCC1)C(c1cccnc1)N(C(=O)c1csnn1)c1ccccc1Cl (stereo unspecified)
  A: 8% | B: -2.9% | C: -0.4 | D: 61 | E: 0% | F: -0.1% | G: -1% | H: i | I: 22 | J: -1% | K: -0.5%
CCOC(=O)c1ccccc1OCc1cc(/C=N/NC(=O)c2ccncc2)ccc1OC
  A: 2% | B: 2.8% | C: 0.3 | D: 41 | E: 10% | F: -0.1% | G: 21% | H: i | I: 37 | J: -2% | K: 0.1%
O=C(CCn1nc(-c2ccc(Cl)cc2)c2ccccc2c1=O)NCC1CCCO1 (stereo unspecified)
  A: -5% | B: 3.5% | C: 0.0 | D: 60 | E: -1% | F: -0.1% | G: 36% | H: i | I: 50 | J: -3% | K: -0.4%
Cc1ccc2c(c1)COc1c3ccc(C(=O)N[C@@H](CO)C(C)C)cc3nn1-2
  A: 14% | B: 6.6% | C: -1.4 | D: 109 | E: -11% | F: 0.4% | G: 6% | H: i | I: 26 | J: 7% | K: -0.5%
